Bioassay records as filed in PubChem BioAssay.
HIF act = HIF pathway transcriptional activators, primary screen, cell-based, U2OS HRE-luciferase, luminescence | actives 0.32% (n = 300,000) | AID 1910, 2009 | activation, % at 7.5 µM (by protocol) | U2OS HRE-luciferase reporter; normalized: DMSO 0%, desferrioxamine 100%;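 active = mean activation of at least 10% of the iron chelator positive control signal, with at least half of replicates also reaching 10%; inconclusive = mean and replicate majority disagree about reaching 10%; inactive = mean and most replicates under 10%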
HSF1 activator = HSF-1 activators, primary screen, NIH3T3-HGL cells, MG132 stress, luminescence, single point; actives 1.7% (n = 300,000); NIH3T3-HGL HSF-1 luciferase reporter, 8 h; 100% = twice DMSO control signal; AID 504408, 2011; activation, % at 9 µM;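 active = mean replicate activation of at least 50% with a set share of replicates each reaching 50%; inconclusive = only one of those two conditions met; inactive = mean below 50% and too few replicates reaching it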;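 also: 0% = median of the neutral control wells and 100% = twice that signal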
HSF1 inh = HSF1 inhibitors in luciferase reporter cells, primary screen, cell-based, NIH3T3, luminescence; NIH3T3-HGL HSE-luciferase, MG132-induced, luminescence 8 h; stronger effect = lower value; activity change, negative = inhibition, % at 7.5 µM (by protocol); actives 0.77% (n = 300,000); AID 2098, 2009;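 active = more than half of replicate wells show activity change below -50%, luminescence cut by over half; inconclusive = some wells, but at most half, below -50%; inactive = no replicate well below -50%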;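 also: luciferase reports HSF-1 transcriptional activity via heat shock element; 0% = median of DMSO wells and -100% = zero luminescence signal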
aSyn UTR inh = MLPCN primary screen, SNCA 5' untranslated region. inhibition, % (tested at 7.5 µM). alpha-synuclein 5'UTR reporter, inhibitor activity. actives 0.82% (n = 300,000). AID 1813, 2009; in the data active = inhibition above about 60%; inconclusive = no clear call, values can overlap the other calls;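 also: H4 neuroglioblastoma cells stably carrying SNCA 5'UTR luciferase fusion; 0% = DMSO wells and 100% = positive control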
GSK3 alpha inh = blockers of GSK3A enzyme activity – biochemical, luminescence, cell-free homogeneous, HTS, primary screen; Glycogen synthase kinase-3 alpha (Homo sapiens), P49840; GSK-3 alpha kinase, ADP-Glo luminescence, 60 min; inhibition, % at 10 µM; actives 0.1% (n = 320,000); AID 2650, 2010;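 in the data active = inhibition above about 50%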;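 also: GST-tagged GSK-3 alpha with peptide substrate and 25 µM ATP; 0% = DMSO neutral wells and 100% = GW8510 positive control wells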
Target sequence (P49840 whole entry, looked up): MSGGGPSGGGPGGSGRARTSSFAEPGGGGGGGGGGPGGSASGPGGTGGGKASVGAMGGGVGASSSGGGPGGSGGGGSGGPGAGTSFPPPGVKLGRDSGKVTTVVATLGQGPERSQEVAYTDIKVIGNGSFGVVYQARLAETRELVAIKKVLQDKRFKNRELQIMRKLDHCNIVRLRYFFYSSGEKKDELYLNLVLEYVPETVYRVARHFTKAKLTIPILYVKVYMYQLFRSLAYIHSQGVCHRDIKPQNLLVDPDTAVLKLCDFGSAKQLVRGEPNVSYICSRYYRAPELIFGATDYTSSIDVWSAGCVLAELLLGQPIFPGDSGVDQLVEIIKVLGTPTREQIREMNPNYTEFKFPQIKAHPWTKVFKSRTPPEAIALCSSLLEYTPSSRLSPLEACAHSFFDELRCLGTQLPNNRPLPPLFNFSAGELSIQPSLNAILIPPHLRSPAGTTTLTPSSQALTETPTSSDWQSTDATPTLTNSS
IEC-6 cytotox = cytotoxicity in IEC-6 intestinal epithelial cells, primary screen, cytotoxicity control for KLF5 inhibitor project, cell-based, luminescence; IEC-6 cytotoxicity, luminescence viability; inhibition, % at 5 µM; actives 0.78% (n = 290,000); in the data active = inhibition above about 22%;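 also: 0% = plate median of test compound wells and 100% = cytotoxic reference compound wells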
HSP90 refold inh = HSP90 inhibitors, primary screen, cell lysate, luminescence; Heat shock protein HSP 90 (rabbit reticulocyte lysate; luciferase refolding); Rabbit reticulocyte lysate, luciferase refolding luminescence, 3 h; inhibition, % at 5.6 µM; actives 0.91% (n = 290,000);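 active = inhibition above the screen-wide mean plus 3 SD, computed separately per campaign, cut at about 16% in these data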;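 also: 0% = DMSO wells and 100% = 60 µM geldanamycin wells; inhibitors lower the luminescence because luciferase stays unfolded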
AI-2 QS modul = Vibrio harveyi AI-2 quorum sensing modulators, primary screen, JMH597 strain, luminescence/OD600 ratio. Vibrio harveyi JMH597 AI-2 luminescence/OD600 ratio, 9 h; stronger effect = lower value; strain lacks LuxN and CqsS sensors; 0 = neutral-control median. activity change, % at 7.5 µM. actives 0.4% (n = 300,000). AID 2094, 2009; in the data active = activity change below about -75%, passing the limit was not always enough; inconclusive = no clear call, values can overlap the other calls;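 also: luminescence divided by OD600 gain over 9 h not by final OD600 alone; inactives centre near 13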
KLF5 inh = KLF5 expression inhibitors, primary screen, DLD-1 cells, luminescence. AID 1700, 2009. inhibition, % at 5 µM. actives 0.23% (n = 290,000). DLD-1 KLF5 promoter-luciferase reporter;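 active = inhibition above a per-plate limit of that plate's mean compound inhibition plus 3 SD, cut at about 60% in these data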;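 also: 0% = DMSO wells and 100% = LY294002 at 200 µM; higher means less KLF5 promoter-driven luciferase light; inactives centre near -14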
GSK3B inh = human GSK3beta kinase inhibitors, primary screen, biochemical, cell-free homogeneous, HTS; Glycogen synthase kinase-3 beta (Homo sapiens), P49841; GST-GSK3beta kinase, ADP-Glo luminescence, 60 min; stronger effect = lower value; activity score (negative = inhibition), % at 10 µM; actives 0.038% (n = 300,000); AID 2097, 2009;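 active = more than half of replicate wells score below -50%, meaning over 50% inhibition versus plate controls; inconclusive = some replicates but at most half score below -50%; inactive = no replicate scores below -50%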;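 also: 0% = median DMSO wells and -100% = median GW8510 positive control wells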
Target sequence (P49841 whole entry, looked up): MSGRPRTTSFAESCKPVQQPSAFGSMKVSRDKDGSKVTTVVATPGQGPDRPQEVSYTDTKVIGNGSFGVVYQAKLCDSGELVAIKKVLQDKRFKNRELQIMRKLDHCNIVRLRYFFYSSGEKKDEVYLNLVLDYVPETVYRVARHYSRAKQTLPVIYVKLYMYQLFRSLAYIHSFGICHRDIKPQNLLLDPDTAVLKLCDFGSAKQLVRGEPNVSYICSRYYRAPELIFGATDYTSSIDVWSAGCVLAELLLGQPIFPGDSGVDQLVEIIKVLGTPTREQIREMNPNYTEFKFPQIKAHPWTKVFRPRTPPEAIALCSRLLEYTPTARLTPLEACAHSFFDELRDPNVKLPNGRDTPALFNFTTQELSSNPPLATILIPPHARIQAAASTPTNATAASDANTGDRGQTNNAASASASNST
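test system = GST-tagged human GSK3beta kinase, cell-free | reagent = 25 µM ATP with peptide substrate | dosing = one dose of 10 µM per compound | schedule = 60 min reaction, RT | detection = luminescent ADP-Glo measurement of ADP formed | control set = DMSO neutral wells and GW8510 at 20 µM as positive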
Active calls of the source: *; u = inconclusive; x = not tested or not shown.

SMILES | HIF act | HSF1 activator | HSF1 inh | aSyn UTR inh | GSK3 alpha inh | IEC-6 cytotox | HSP90 refold inh | AI-2 QS modul | KLF5 inh | GSK3B inh
COc1ccc(NC(=O)CN2CCN(C(=O)c3ccco3)CC2)c(OC)c1 | -0.4 | -10 | -5 | 7 | 0 | -4 | -1 | -3 | -8 | -1
COc1ccc(Nc2nc(C)cc(C)c2C(N)=O)cc1 | 0.0 | 1 | -4 | 5 | -4 | 5 | -6 | -4 | -14 | -19
COCCNC(=O)CSc1nc2scc(-c3ccccc3)c2c(=O)[nH]1 | -0.1 | 19 | -7 | 3 | -3 | 7 | 1 | 26 | -15 | 1
O=C(CCc1ccccc1)Nc1ccccc1F | 1.2 | 49 | 19 | -135 | 0 | -2 | -2 | -62 | -122 | -2
Cc1ccccc1C(C(=O)NC1CCCCC1)N(C(=O)c1ccccn1)c1cccnc1 (stereo unspecified) | -0.8 | 22 | 1 | 21 | 0 | -5 | 5 | 18 | -31 | 5
O=C(NCCc1ccccc1)C1CCN(S(=O)(=O)N2CCC3(CC2)OCCO3)CC1 | -0.2 | 24 | 1 | 6 | -3 | 8 | 2 | 14 | 10 | 3
COc1cc(SC)ccc1C(=O)NC1CCCc2ccccc21 (stereo unspecified) | 2.4 | -11 | -2 | 37 | 0 | 6 | 4 | -3 | -30 | -2
CCc1ccc(CCC(=O)Nc2ccc(C(=O)O)cc2)o1 | -0.7 | -10 | -4 | -19 | 4 | -3 | 1 | -54 | 5 | -2
COC(=O)C1CCN(C(=O)CCCOc2ccccc2)CC1 | 0.4 | 12 | 8 | -83 | 1 | -1 | 1 | 25 | -22 | -8
COC(=O)c1cc(NC(=O)c2cccc([N+](=O)[O-])c2C)ccc1Cl | 0.2 | 49 | 14 | -16 | -2 | 1 | -3 | 8 | -38 | 3
CCCCCCc1cc2cc(S(=O)(=O)c3ccc(C)cc3)c(=O)oc2cc1O | x | 12 | -4 | -14 | -1 | 3 | 0 | 25 | -16 | 3
CCc1ccc(C2N(c3ccc(OC)cc3)C(=O)C3CCCN32)cc1 (stereo unspecified) | 0.6 | 11 | 7 | 12 | x | -7 | -2 | 6 | -11 | 1
Cc1nnc(Nc2ccccc2)n(N)c1=O | -0.1 | 4 | -3 | 6 | 0 | 1 | 1 | 11 | -19 | -3
COc1ccc(S(=O)(=O)N2CCOCC2)cc1C(=O)Nc1ccon1 | -0.8 | 7 | -3 | -5 | 0 | 1 | 2 | 9 | -36 | -1
Cc1ccccc1Nc1nc(=O)c2cc([N+](=O)[O-])ccc2s1 | 0.1 | 2 | -1 | 15 | -1 | -1 | -2 | 13 | -12 | 3
CCOC(=O)C1=C(COC(=O)/C=C/c2ccc(Cl)cc2)NC(=O)NC1C (stereo unspecified) | 0.2 | 0 | 0 | 4 | -3 | -1 | 0 | 22 | -3 | 0
COc1ccccc1C(=O)NC(=S)NC12CC3CC(CC(C3)C1)C2 | -0.5 | -3 | 1 | 13 | 0 | 3 | -1 | 1 | -5 | -2
CCCCc1ccc(/C=C2\C(=O)ON=C2c2ccccc2)s1 | 0.1 | 34 | 11 | 1 | -1 | 6 | -1 | 0 | 3 | -1
COc1ccc(/C=C2/N=C(SC3CCOC3=O)N(c3cccc(OC)c3)C2=O)cc1 (stereo unspecified) | 0.1 | 15 | 0 | -5 | -4 | -4 | 2 | 24 | -18 | 3
COC(=O)c1ccc(NC(=O)CCN2C(=O)CSC2=O)cc1 | -0.1 | -35 | u | -1 | -2 | 1 | -3 | -12 | -7 | 4
CCOC(=O)CSc1nnc(Cn2nnc(-c3ccccc3)n2)n1CC | 0.1 | -2 | -11 | 14 | 1 | -3 | -1 | 15 | -19 | 1
O=C(CN1C(=O)CC(c2ccccc2)S(=O)(=O)c2ccccc21)N1CCOCC1 (stereo unspecified) | 0.1 | 5 | -3 | 1 | -2 | -4 | 1 | 22 | -12 | 1
Cc1ccc(CNC(=O)c2sc3nc4c(c(C(F)(F)F)c3c2N)CCC4)cc1 | 0.0 | 4 | 3 | 28 | -1 | 6 | 1 | x | 10 | x
O=C1NC(=O)/C(=C\c2ccc(OCc3cccc([N+](=O)[O-])c3)cc2)N1 | -0.1 | 2 | 5 | -42 | x | 5 | -2 | 40 | -10 | 4
CN1CCN(C2Cc3ccccc3Sc3cc(C(F)(F)F)ccc32)CC1 (stereo unspecified) | 0.9 | 14 | 5 | 28 | 10 | x | x | 30 | x | -4
Cc1nn(-c2ccccc2)c(Cl)c1/C=N/NC(=O)c1nn(C)cc1[N+](=O)[O-] | 0.2 | 125* | 77 | 21 | 0 | 12 | 1 | 3 | -28 | -2
CC(Oc1ccc(Cl)cc1Cl)C(=O)NNC(=O)C(=O)N1CCCCC1 (stereo unspecified) | -0.1 | 1 | -1 | 7 | -6 | -1 | 2 | 9 | -19 | -4
O=C(O)/C=C/c1cn(-c2ccccc2)nc1-c1cc2ccccc2o1 | 0.9 | 5 | -2 | 21 | -5 | 0 | -4 | 36 | -25 | -4
O=c1[nH]c(C2CCN(S(=O)(=O)c3ccccc3)CC2)nc2c1nnn2Cc1ccccc1 | -0.1 | -1 | 0 | 26 | -1 | 3 | 2 | 11 | -9 | 0
CC(C)C(=O)N1CCN(CCN2C(=O)c3cccc4cccc(c34)C2=O)CC1 | 1.9 | 17 | 7 | -3 | x | -4 | -2 | 8 | -13 | 1

Given with two lines to a compound: entries from further up
Order of values – HIF act	HSF1 activator	HSF1 inh	aSyn UTR inh	GSK3 alpha inh	IEC-6 cytotox	HSP90 refold inh	AI-2 QS modul	KLF5 inh	GSK3B inh
> COC(=O)c1ccc(NC(=O)CCN2C(=O)CSC2=O)cc1
  -0.1	-35	u	-1	-2	1	-3	-12	-7	4
> CCOC(=O)CSc1nnc(Cn2nnc(-c3ccccc3)n2)n1CC
  0.1	-2	-11	14	1	-3	-1	15	-19	1
> O=C(CN1C(=O)CC(c2ccccc2)S(=O)(=O)c2ccccc21)N1CCOCC1 (stereo unspecified)
  0.1	5	-3	1	-2	-4	1	22	-12	1
> Cc1ccc(CNC(=O)c2sc3nc4c(c(C(F)(F)F)c3c2N)CCC4)cc1
  0.0	4	3	28	-1	6	1	x	10	x
> O=C1NC(=O)/C(=C\c2ccc(OCc3cccc([N+](=O)[O-])c3)cc2)N1
  -0.1	2	5	-42	x	5	-2	40	-10	4
> CN1CCN(C2Cc3ccccc3Sc3cc(C(F)(F)F)ccc32)CC1 (stereo unspecified)
  0.9	14	5	28	10	x	x	30	x	-4
> Cc1nn(-c2ccccc2)c(Cl)c1/C=N/NC(=O)c1nn(C)cc1[N+](=O)[O-]
  0.2	125*	77	21	0	12	1	3	-28	-2
> CC(Oc1ccc(Cl)cc1Cl)C(=O)NNC(=O)C(=O)N1CCCCC1 (stereo unspecified)
  -0.1	1	-1	7	-6	-1	2	9	-19	-4

(list continues)
SMILES | HIF act | HSF1 activator | HSF1 inh | aSyn UTR inh | GSK3 alpha inh | IEC-6 cytotox | HSP90 refold inh | AI-2 QS modul | KLF5 inh | GSK3B inh
COc1ccc(C(=O)N(C)CCCC2CCCC2)cc1OC1CCN(C(C)=O)CC1 | -0.4 | 4 | 13 | -9 | -2 | 3 | 8 | 18 | 5 | -8
CCCCC(=O)Nc1c2c(nn1-c1ccc(C)cc1)CS(=O)(=O)C2 | 0.9 | 2 | -5 | -4 | -4 | 8 | -1 | 19 | -9 | 0
Cc1ccc2c(c1)C1CN(C)CCC1N2C(=O)c1cccc(S(=O)(=O)N2CC(C)CC(C)C2)c1 (stereo unspecified) | -0.5 | 7 | 1 | 29 | 1 | 4 | -3 | x | -4 | x
CC(C)c1nn2c(=O)cc(O)nc2s1 | x | x | x | 20 | -5 | 6 | -2 | 22 | 3 | 0
COc1ccc(Br)cc1/C=N/NC(=O)Cn1nnnc1N | -0.3 | 5 | -8 | -3 | 1 | -2 | -1 | -1 | 2 | 3
O=C(Nc1ccccc1)c1ccc(F)c(S(=O)(=O)N2CCOCC2)c1 | 1.1 | 10 | 6 | 6 | -1 | 3 | 3 | 9 | 12 | 2
COc1ccc(/C=C2\SC(=S)N(CC(=O)NC3C=CS(=O)(=O)C3)C2=O)cc1 (stereo unspecified) | -0.4 | 3 | 2 | -5 | 5 | 8 | 7 | 14 | -37 | 2
CCN(Cc1ccc2c(c1)OCO2)C(=O)/C=C/c1cccc(Br)c1 | 0.5 | -80 | -74* | 4 | 1 | 7 | -5 | -4 | -28 | 1
CCCCCOc1ccc(CN2CCOCC2)cc1Cl | 4.3 | 34 | 5 | -154 | 0 | -2 | 0 | -1 | -56 | 1
COC(=O)[C@H](Cc1ccccc1)NC(=O)C1(OC(C)=O)CC(OC(C)=O)C(OC(C)=O)C(OC(C)=O)C1 (stereo partly specified) | -3.2 | -16 | 2 | -20 | -1 | 1 | 2 | 8 | 6 | 2
COc1cccc(C(=O)Nc2nnc(S(=O)(=O)N3CCCC3)s2)c1 | 0.2 | -9 | 3 | -11 | -1 | -1 | -4 | 14 | -33 | 3
O=C(CCl)N1c2ccccc2CCc2ccccc21 | -0.3 | 8 | -1 | -10 | 1 | 13 | 0 | -10 | -13 | 1
O=C(CNC(=O)c1ccccc1F)N/N=C/c1cccs1 | -16 | 19 | 7 | -94 | 0 | -4 | 0 | -43 | -75 | -2
O=C(O)CCCNC(=O)CCCn1nnc2ccccc2c1=O | 0.5 | -23 | -4 | -5 | -5 | 1 | -6 | 16 | -22 | 0
O=C(COC(=O)c1ccc([N+](=O)[O-])o1)c1ccccc1 | -0.3 | 7 | 8 | -6 | 0 | 2 | -1 | 53 | 6 | 3
COC(=O)[C@@H]1CCCN1Cc1c(C(=O)N2CCCCC2)nc2c(C)cccn12 | 0.0 | 2 | -3 | 4 | 0 | -1 | -2 | 20 | -3 | 0
O=C(CCCSc1nc2sc3c(c2c(=O)[nH]1)CCC3)NCCCO | 0.0 | -7 | 7 | -7 | -2 | -3 | -5 | 22 | -19 | 1
